Screening results deposited in PubChem BioAssay by National Center for Advancing Translational Sciences (NCATS).
TDP1 cell CPT: qHTS for Inhibitors of human tyrosyl-DNA phosphodiesterase 1 (TDP1): qHTS in cells in presence of CPT; chicken DT40 Tdp1-/-;hTDP1 cells + 20 nM CPT, ATP luminescence, 48 h; Potency, µM (titrated, usually from 46.2 µM), for inactives: at the highest dose activity change, negative = growth inhibition, most hits filed as inhibitors; hit rate 12% among 420,000; note: nearly all actives have a fitted effect of over 55% in size
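Cell growth measured by CellTiter-Glo luminescence after a minimum 48 h, 37 C compound exposure with 20 nM CPT in Tdp1-knockout DT40 cells stably expressing hTDP1, seeded 400/well; qHTS titration format.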
TDP1 inh: qHTS Assay for Inhibitors of Tyrosyl-DNA Phosphodiesterase (TDP1). Tyrosyl-DNA phosphodiesterase 1 (Homo sapiens), Q9NUW8. hit rate 0.28% among 350,000. recombinant TDP1, AlphaScreen DNA substrate cleavage. AID 485290, 2010. Potency, µM (top dose mostly 130 µM), without a hit: top-dose activity change, negative = inhibition, hits mostly inhibitors; note: nearly all actives have a fitted effect of over 40% in size
Target sequence (Q9NUW8 whole entry, looked up): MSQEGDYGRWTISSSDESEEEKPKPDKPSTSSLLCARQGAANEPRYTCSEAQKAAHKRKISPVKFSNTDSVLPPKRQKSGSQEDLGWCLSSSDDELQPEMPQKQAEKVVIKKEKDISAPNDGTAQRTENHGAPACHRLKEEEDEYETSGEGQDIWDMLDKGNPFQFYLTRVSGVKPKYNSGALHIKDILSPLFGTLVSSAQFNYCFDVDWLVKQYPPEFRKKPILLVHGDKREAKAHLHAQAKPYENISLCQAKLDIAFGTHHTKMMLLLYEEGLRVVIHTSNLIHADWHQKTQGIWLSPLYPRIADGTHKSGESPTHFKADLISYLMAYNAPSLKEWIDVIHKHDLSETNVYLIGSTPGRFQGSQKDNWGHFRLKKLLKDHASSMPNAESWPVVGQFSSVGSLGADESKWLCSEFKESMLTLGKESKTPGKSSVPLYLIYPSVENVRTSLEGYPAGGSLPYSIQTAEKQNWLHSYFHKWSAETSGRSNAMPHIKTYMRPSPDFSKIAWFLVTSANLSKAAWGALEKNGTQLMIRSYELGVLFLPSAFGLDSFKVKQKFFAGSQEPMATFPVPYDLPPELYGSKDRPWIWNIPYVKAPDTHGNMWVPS
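Signal: AlphaScreen proximity between streptavidin donor and anti-FITC acceptor beads on intact substrate. Reaction: Tdp1 1 nM, substrate 15 nM final, 5 min RT after 15 min compound preincubation.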
DT40 TDP1 no CPT: qHTS for Inhibitors of human tyrosyl-DNA phosphodiesterase 1 (TDP1): qHTS in cells in absence of CPT | DT40 Tdp1-/- hTDP1 cells, no CPT, ATP luminescence, 48 h | Potency, µM (top dose mostly 46.2 µM), for inactives: top-dose activity change, negative = growth inhibition, actives largely listed as inhibitors | hit rate 15% among 420,000; note: nearly all actives have a fitted effect of over 55% in size
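A cellular qHTS used chicken DT40 cells lacking endogenous Tdp1 but carrying stably transfected human TDP1. Compounds were applied without camptothecin, and cell growth kinetics were judged by ATP-dependent luminescence after ≥48 hr.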
* hit, by the source's call; ? = inconclusive; . = not tested or not shown; & = joins results of further samples; ! = not active in a repeat; [ ] = remark or other dose. Calls come from the whole dose curve; as a rule, active = well fitted curve in the direction sought with a large enough effect; inconclusive = small, poorly fitted or top-dose-only effect, or another doubt; inactive = no such curve, though single readings can be large; an effect the other way counts as inactive or inconclusive. % is set by controls: 0 for no effect and ±100 for the full control effect; potency is the fitted concentration of half-maximal effect.

canonical_smiles	TDP1 cell CPT	TDP1 inh	DT40 TDP1 no CPT
CC(C)c1nn2c(=O)cc(COC(=O)c3cccc(NC(=O)COc4ccc(F)cc4)c3)nc2s1	13µM*	1%	21µM*
CCOc1ccc(NC(=O)CNC(=O)c2cccs2)cc1	2%	-5%	-6%
CC(=O)c1c(C)nn(CC(O)COc2ccc3ccccc3c2)c1C (centres undefined)	?	6%	26µM*
COC(=O)C1CC2=C(CC(C)(C)CC2=O)N(c2ccccc2)C1=O (centres undefined)	-3%	.	-17%
CCN(CC(=O)NC(C)(C)C)C(=O)CN1c2cccc3cccc(c23)S1(=O)=O	-18%	.	-12%
O=C(c1ccccc1F)N1CCCC(C(=O)N2CCc3ccccc3C2)C1 (centres undefined)	-2%	5%	-2%
CCOC(=O)c1cnn(-c2ccccc2)c1-n1cccc1C(=O)C(=O)Nc1ccc(F)cc1	-3%	3%	-21%
O=C(COC(=O)CCNS(=O)(=O)c1cccc(C(F)(F)F)c1)NC(=O)NC1CCCCC1	?	4%	-27%
CCOC(=O)Nc1ccc2c(CN(C)Cc3ccc(F)cc3)cc(=O)oc2c1	?	6%	?
O=C(Cc1ccccc1)NCCSCc1ccc(Cl)cc1	-5%	-8%	-11%
CCOc1ccc(C(=O)NCCc2cnc[nH]2)cc1OCC	18%	.	12%
O=C(NCc1ccco1)c1nn2cccnc2c1Cl	2%	8%	-1%

Of the compounds above, five have nitrogen in an aromatic ring:
canonical_smiles	TDP1 cell CPT	TDP1 inh	DT40 TDP1 no CPT
CC(C)c1nn2c(=O)cc(COC(=O)c3cccc(NC(=O)COc4ccc(F)cc4)c3)nc2s1	13µM*	1%	21µM*
CC(=O)c1c(C)nn(CC(O)COc2ccc3ccccc3c2)c1C (centres undefined)	?	6%	26µM*
CCOC(=O)c1cnn(-c2ccccc2)c1-n1cccc1C(=O)C(=O)Nc1ccc(F)cc1	-3%	3%	-21%
CCOc1ccc(C(=O)NCCc2cnc[nH]2)cc1OCC	18%	.	12%
O=C(NCc1ccco1)c1nn2cccnc2c1Cl	2%	8%	-1%

The list goes on:
canonical_smiles	TDP1 cell CPT	TDP1 inh	DT40 TDP1 no CPT
CC(C)[C@H](NC(=O)c1ccc(Br)cc1)C(=O)NC1CCCCC1	6%	1%	4%
O=C(Cn1c(=O)oc2cc(S(=O)(=O)N3CCCC3)ccc21)NCc1ccc(Cl)cc1	16µM*	5%	21µM*
CCCC(CCC)C(=O)Nc1cccc(-c2nc3cccnc3s2)c1	-8%	14%	-2%
O=C(Nc1nccs1)c1ccc(Cl)cc1[N+](=O)[O-]	-19%	6%	-12%
CCCCN1CC[C@H]2C=CC[C@@H](C(=O)Nc3nccs3)[C@H]2C1=O	-5%&0%	.	-3%&0%
Cc1nc(SCC(=O)NCC2CCCO2)c2oc3ccccc3c2n1 (centres undefined)	-17%	5%	-10%
CN1CCN(C(=O)c2cccc(S(=O)(=O)N3CCCC3)c2)CC1	-10%	1%	-1%
COc1ccc(CN2CCN(C(=O)c3ccc(S(=O)(=O)N4CCCCCC4)cc3)CC2)cc1F	21µM*	-1%	21µM*
CCOc1ccc(OCC)c(NC(=O)CCCN2C(=O)c3cccnc3C2=O)c1	-11%	5%	-3%
O=C(O)c1ccc(CN(Cc2ccccc2)S(=O)(=O)c2ccc(Cl)cc2)cc1	?	1%[0.0935 µM]	?
CCC(Sc1nc2cc3c(cc2c(=O)n1Cc1ccco1)OCO3)C(=O)Nc1cccc(OC)c1 (centres undefined)	?	3%	?
CC(=O)c1cccc(CN2CCCC(N3CCN(c4ccccc4F)CC3)C2)c1 (centres undefined)	-21%	.	-16%
O=C(CCC(=O)OCC(=O)c1ccc(Cl)cc1Cl)Nc1cccc2cccnc12	-12%	-2%	-8%
OC1CCN(c2c3c(nc4cc(-c5ccc(F)cc5)nn24)CCC3)CC1	16µM*	6%	?
COc1ccc(C)cc1N=Nc1ccc(O)c2ncccc12	3.3µM*	11%	2.6µM*
C[C@H](NC(=O)C1CCN(S(=O)(=O)c2ccccc2)CC1)C(=O)NC1CC1	-10%	.	-3%
O=C(CSc1nnc(NC(=O)c2cccc(F)c2)s1)NCc1ccco1	-15%	1%	12%
CCN(CC)C(=O)CSc1nnc(-c2cnccn2)n1-c1ccccc1	-16%	5%	-23%
Cc1nc(N)nc(N(C)c2ccccc2)c1Br	?	.	?
O=C(NCc1ccc(Cl)s1)C1CCC(=O)N(CCc2ccccn2)C1 (centres undefined)	-17%	1%	20%
Cc1ccc(-n2nc(C)c3c2NC2=C(C(=O)CC(C)(C)C2)C3c2ccccc2OCC(=O)O)cc1 (centres undefined)	?	5%	?
COc1cccc(CNC(=O)C(=O)NCC(c2cccs2)S(=O)(=O)c2ccccc2)c1 (centres undefined)	?	-4%	?
C(=NN=Cc1c[nH]c2ccccc12)c1c[nH]c2ccccc12	2%	.	?
CCNCCCNCCCCNCCCNCC	3.8µM*	10%[56.1 µM]	5.3µM*
S=C(c1c[nH]c2ccccc12)N1CCCC1	-4%	2%	-16%
O=C(Nc1ncc2c(n1)-c1ccccc1OC2)c1ccccc1Cl	-13%	4%	?
CNC(=O)c1ccc(S(=O)(=O)c2ccc(Cl)cc2)c(NC(C)=O)c1	-10%	.	2%
Cc1cnc(=O)[nH]c1SCC(=O)Nc1cc(C(F)(F)F)ccc1Cl	-1%	-3%	-26%
Cc1cccc(-c2nc(SCC(=O)Nc3ccc4c(c3)OCCO4)c(-c3ccccc3)[nH]2)c1	?	5%	21µM*
COc1ccccc1N1CCN(C(=O)C(C)NC(=O)c2ccco2)CC1 (centres undefined)	1%	1%	8%
O=C(C(=O)N1CCOc2ccc(CN3CCN(Cc4ccccn4)CC3)cc2C1)c1ccccc1	6%[9.04 µM]	.	-22%
COc1cccc(CN(C)S(=O)(=O)c2ccccc2Br)c1	-8%	-8%[56.1 µM]	-22%
Cc1ccc([N+](=O)[O-])cc1N=C(c1cccc([N+](=O)[O-])c1)N1CCOCC1	-29%	8%	?
CCCOc1ccc(C(=O)CCC(=O)OCC(=O)N(CC)c2c(N)n(Cc3ccccc3)c(=O)[nH]c2=O)cc1	-12%	.	?
O=C(O)c1nc(NCCc2ccccc2)ncc1Cl	-17%	2%	-23%
N#Cc1ncn(-c2ccc(Oc3ccccc3)cc2)c1N	14%	10%	?

The list goes on:
SMILES,TDP1 cell CPT,TDP1 inh,DT40 TDP1 no CPT
O=[N+]([O-])c1ccc(OCCCCCN2CCOCC2)cc1,?,.,?
CCNC(=S)NC(=NCc1cccnc1)Nc1nc(C)cc(C)n1,0%,.,?
COc1ccccc1C(CNC(=O)C(CCSC)NS(=O)(=O)c1ccccc1F)N1CCCC1 (centres undefined),-19%,0%,-18%
O=C(NCc1ccc(Cl)cc1)C1CCCN(S(=O)(=O)c2cnc[nH]2)C1 (centres undefined),7%,-1%,-8%
COc1ccc(NC(=O)CNC(=O)Cn2c(C)cc3ccccc3c2=O)cc1OC,13µM*,0%&3%,21µM*
CCNC(=S)N/N=C/c1ccco1,1%,3%,4%
Cc1cc(C(C)(C)C)cc(C)c1Cn1c2[n+](c3ccc(C(F)(F)F)cc31)CCCCC2,2.1µM*,5%,1.8µM*
CC(=O)NS(=O)(=O)c1ccc(NC(=O)COc2cccc3c2OC(C)(C)C3)cc1,-8%,4%,-1%
COc1cc2c(cc1OC)CN(C(=O)/C=C/c1ccc([N+](=O)[O-])cc1)CC2,18µM*,8%,16µM*
CCOc1ccccc1NC(=O)CSc1nc2c(c(=O)n1C)SC(C)C2 (centres undefined),?,7%,?
O=C(/C=C/[C@H]1O[C@@H](n2cnc3c(NC(=O)c4ccccc4)ncnc32)[C@H](O)[C@@H]1O)NCCCc1ccccc1,-8%,.,-8%
CSc1nc(NCc2ccccc2)c2c3c(sc2n1)CN(C)CC3,23µM*,7%,23µM*
O=C1CC2CS(=O)(=O)CC2N1c1ccc(Oc2ccccc2)cc1 (centres undefined),-12%,4%,-2%
Cc1ccccc1-n1c(=O)[nH]c(=O)c2c(N)c(C(=O)c3ccc(Cl)cc3)sc21,?,-1%,?
Cc1cc(NC(=O)NC2CC(=O)N(c3ccc4c(c3)OCCO4)C2)no1 (centres undefined),12%,5%,-1%
O=C(NC(=S)Nc1ccccc1N1CCOCC1)c1ccc(Br)cc1,?,8%,-18%
Cc1ccc(S(=O)(=O)Nc2cccc(-c3ccc4nncn4n3)c2)cc1,1.8µM*,-2%,2.3µM*
O=C(NCc1ccco1)c1ccc(C(=O)NCc2ccco2)s1,?,4%,26µM*
O=C(CSc1ncnc2ccccc12)NCc1ccco1,-6%,?,-19%
COc1cc(NC(=O)CCNC(=O)Cn2cnc3sc4c(c3c2=O)CCCC4)cc(OC)c1OC,1%,1%,-28%
O=c1oc2c(CN3CCCCC3)c(O)ccc2cc1-c1nc2ccccc2[nH]1,7%,-5%,12%
CC(C)=CCC/C(C)=C/CNC(=O)C[C@H]1C[C@H](C(=O)N2CCOCC2)[C@@]2(C)c3[nH]c4ccc(Cl)cc4c3CCN2C1=O,23µM*,4%[56.1 µM],?
COc1cc2nc(CN3CCN(S(=O)(=O)c4ccccc4[N+](=O)[O-])CC3)[nH]c(=O)c2cc1OC,?,.,?
O=C(Cn1c(=O)n(-c2ccc(F)cc2)c(=O)c2sccc21)Nc1cccc(C(F)(F)F)c1,?,2%,?
CCOc1c(C)cc(-c2ncccc2O)cc1C,?,1%&1%,-7%&-23%
COc1ccccc1OS(=O)(=O)c1ccc(NC(C)=O)cc1,7%,3%,-23%
COc1cc(OC)cc(C(C(=O)NCc2ccccc2)N(Cc2ccco2)C(=O)c2ccno2)c1 (centres undefined),?,7%,23µM*
CCCN(C(=O)c1cc(S(=O)(=O)N(C)c2ccccc2OC)ccc1C)C1CCS(=O)(=O)C1 (centres undefined),?,.,-27%
CC(C)=CCN1CCN(CCCc2ccccc2)CC1CCO (centres undefined),-3%,.,2%
Cc1ccn2cc(CCNC(=O)c3ccc(Br)o3)nc2c1,4%,2%,-21%
Cc1cccc(C)c1-n1nnnc1C(c1ccnc2ccccc12)N(C)Cc1ccc(Cl)c(Cl)c1 (centres undefined),-4%,.,?
COc1cc(/C=C/C(=O)Nc2cc(S(=O)(=O)N3CCOCC3)ccc2N2CCCC2)cc(OC)c1OC,?,-2%,?
Cc1ccc(S(=O)(=O)NCc2ccccc2)cc1C(=O)NC1CCC(C)CC1 (centres undefined),?,0%,?
Cc1ccc2onc(CC(=O)N3CCN(c4ccccc4)CC3)c2c1,-43%,1%,?
O=C(O)c1cc(=O)c2ccccc2[nH]1,0.058µM*!,8%,-12%&-6%&-21%&-10%
COCc1[nH]nc2c1C(c1ccc(OC)cc1)C(C#N)=C(N)O2 (centres undefined),?,0%,-18%
Cc1occc1C(=O)Nc1ccc(S(=O)(=O)N2CCCC2)cc1,-20%,5%,?
COc1cc(C2c3c(-c4ccccc4O)n[nH]c3C(=O)N2Cc2ccncc2)cc(OC)c1OC (centres undefined),-11%,5%,-8%
O=C(CSc1ccccc1)Nc1ccc(S(=O)(=O)NCC2CCCO2)cc1 (centres undefined),-12%,9%,-27%
Nc1ccc(OCc2ccco2)cc1,-6%,4%,0%
C#CCOCCOCCOCCNc1nc(N2CCOCC2)nc(N2CCN(C(=O)CCCCCCCCCCNC(=O)[C@@H]([C@H](C)CC)n3cc(CCCCCN)nn3)CC2)n1,?,1%,?
O=C(NCc1cccnc1)c1ccccc1[N+](=O)[O-],19%,0%,-20%
COC(=O)c1ccccc1NC(=O)c1cncc(Br)c1,-21%,2%,?
Cc1cccc(NC(=O)c2cn(-c3ccccc3)nc2-c2ccccc2)c1C,?,6%,21µM*

Single records (already shown). Order of screens: TDP1 cell CPT | TDP1 inh | DT40 TDP1 no CPT
Cc1ccc2onc(CC(=O)N3CCN(c4ccccc4)CC3)c2c1 is listed as -43% | 1% | ?
Cc1cnc(=O)[nH]c1SCC(=O)Nc1cc(C(F)(F)F)ccc1Cl is listed as -1% | -3% | -26%
